# Source: PubChem (Emory University Molecular Libraries Screening Center)
# EP2 mod: modulators of human EP2 prostaglandin E2 receptor; P43116; EP2-expressing cells, cAMP HTRF FRET, PGE2 co-stimulation; induction, % at 25 µM; actives 0.83% (n = 260,000);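 active = compounds whose cAMP rise, as percent of the full-agonist control response, exceeds 60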;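 note: rat C6 glioma line stably carrying human EP2 under a CMV promoter; the protocol text gives 20 µM as final concentration; 100% = response of wells given 1 µM PGE2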
# Target sequence (P43116 whole entry, looked up): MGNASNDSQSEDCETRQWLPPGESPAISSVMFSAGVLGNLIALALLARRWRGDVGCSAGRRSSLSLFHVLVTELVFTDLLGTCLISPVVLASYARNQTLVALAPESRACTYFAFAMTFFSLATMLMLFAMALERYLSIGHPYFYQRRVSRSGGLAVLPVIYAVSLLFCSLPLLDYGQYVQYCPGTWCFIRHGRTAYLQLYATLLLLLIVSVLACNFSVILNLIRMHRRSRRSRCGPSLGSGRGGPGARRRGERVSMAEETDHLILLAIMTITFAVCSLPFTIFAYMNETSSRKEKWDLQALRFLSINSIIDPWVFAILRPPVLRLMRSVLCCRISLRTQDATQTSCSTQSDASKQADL
# PGE2 EP2 inh: inhibitors of human EP2 prostaglandin E2 receptor. P43116. C6 glioma cells expressing human EP2, cAMP TR-FRET; cells stimulated with saturating PGE2. actives 0.52% (n = 260,000). inhibition, % at 25 µM;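 active = percent inhibition above 40 after rounding to a whole number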;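 note: rat C6 glioma host cells with rolipram phosphodiesterase inhibitor present; the protocol text gives 20 µM as final concentration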
# Active calls of the source: *.
# The line under a structure holds: EP2 mod	PGE2 EP2 inh
COc1ccc(-n2c(C)nnc2SCC(=O)Nc2cccc(C)c2C)cc1
→ -14	3
COc1ccc(C2Nc3ccc(C)cc3-c3cc(C)nn32)c(OC)c1 (stereo unspecified)
→ -17	8
Cc1ccc2cc(C(c3nnnn3C3CCCC3)N3CCc4ccccc43)c(=O)[nH]c2c1 (stereo unspecified)
→ 46	18
CCOC(=O)c1sc(NC(=O)COc2c(C)cccc2C)c(C#N)c1C
→ -35	12
COc1ccccc1C1(O)CCN(Cc2ccc(N3CCCC3=O)cc2)CC1
→ -6	5
O=C(COc1ccc2nsnc2c1)Nc1cccc(C(=O)N2CCCCC2)c1
→ -64	7
Cc1ccc2cc(C#N)c(SCC(=O)Nc3cccc(C)c3C)nc2c1
→ -15	12
Cc1cc(C(F)F)n2nc(C(=O)NC3(c4ccc(F)cc4)CCCC3)nc2n1
→ -20	3
Cc1cn2c3c(=O)[nH]c(=O)n(C)c3nc2n1CCc1ccccc1
→ -12	13
O=C(Cc1ccccc1)N1CCC(C(=O)N2CCC(c3ccncc3)CC2)CC1
→ -18	9
CC(C)n1c(=O)n(CC(=O)N2CCCCCC2)c2cccnc21
→ -21	11
CCOC(=O)N1CCN(C(=O)CN(c2cc(Cl)ccc2OC)S(C)(=O)=O)CC1
→ -7	9
COc1ccc(CCNC(=O)COC(=O)c2cccs2)cc1OC
→ 4	4
CN(C)CCCN(Cc1ccco1)Cc1cc2c(cc1Br)OCO2
→ -7	3
CCOCCCNC(=O)C1CCCN1C(=O)NCc1ccccc1 (stereo unspecified)
→ -6	17
CCCC(c1nnnn1Cc1ccccc1)N(Cc1cc2cccc(C)c2[nH]c1=O)C1CCCC1 (stereo unspecified)
→ 24	10
CC1(C)COCN1COC1CCCCC1
→ -9	9
COc1ccc(S(=O)(=O)N2CCN(C)CC2)c(C)c1
→ -25	10
[N-]=[N+]=N[C@@H]1[C@@H](O)[C@H](CO)O[C@@H]1n1cnc2c(N)ncnc21
→ 7	12
CCOC(=O)C1CCN(C(c2cc3cccc(C)c3[nH]c2=O)c2nnnn2CCOC)CC1 (stereo unspecified)
→ -23	9

# The line under a structure holds: EP2 mod	PGE2 EP2 inh
Cc1cccc(NC(=O)C2CCN(C(=O)c3cccs3)CC2)c1C
→ -38	5
O=C(NCO)c1cccnc1
→ -8	11
CO[C@H]1C[C@H](O[C@H]2[C@H](C)[C@@H](OC3O[C@H](C)C[C@H](N(C)C)[C@H]3O)[C@@H](C)C[C@]3(CO3)C(=O)[C@H](C)[C@@H](O)[C@@H](C)[C@@H](C)OC(=O)[C@@H]2C)O[C@@H](C)[C@@H]1O (stereo partly specified)
→ -16	14
c1ccc(C(c2nnnn2Cc2ccc3c(c2)OCO3)N2CCN(C3CCCCC3)CC2)cc1 (stereo unspecified)
→ -65	8
Cc1ccccc1CSc1nc2c(cc1C#N)CCC2
→ 31	17
COc1cccc(-c2nnc(SCC(=O)N3CCC(C)CC3)o2)c1
→ -27	4
COc1ccc(CN(Cc2cccnc2)C2CC(C)(C)NC(C)(C)C2)cc1CO
→ -1	5
CC(=O)N(Cc1ccc2c(c1)OCO2)Cc1cc2ccc(C)cc2[nH]c1=O
→ -43	3
COc1ccc(NC(=O)c2sc3nc4cc(OC)c(OC)cc4cc3c2N)c(OC)c1
→ -38	16
CCc1ccccc1N(CC(=O)N1CCN(CC)CC1)S(C)(=O)=O
→ -15	7
Cc1cc(C)n2c(SCC(=O)N3c4ccccc4CCc4ccccc43)nnc2n1
→ -9	5
NC(=O)C1CCN(Cc2nnnn2CCc2ccccc2)CC1
→ 12	15
Cc1sc2nc(SCC(=O)Nc3cc(C(F)(F)F)ccc3Cl)n(C)c(=O)c2c1C
→ 20	7
Cc1cc(Cc2cc(C)cc(C(C)(C)C)c2O)c(O)c(Cc2cc(C)cc(C(C)(C)C)c2O)c1
→ 7	41*
CN(C)CCN(Cc1cccs1)Cc1ccccc1Cl
→ -28	3
O=C(O)[C@@H](O)[C@@H](O)[C@H](O)[C@H](O)CO
→ 20	5
NNC(=O)/C(=C/c1ccc2c(c1)OCO2)NC(=O)c1ccccc1Cl
→ -28	11
CC(C)C(=O)N1CCN(c2ccc(NC(=O)c3cccnc3)cc2)CC1
→ -32	9
CCOc1ccccc1C1C(C#N)=C(SCC(N)=O)NC(=O)C1C(=O)OC (stereo unspecified)
→ -3	5
COc1cccc(OC)c1NC(=O)C1CCCN1C(=O)Nc1ccc(F)cc1 (stereo unspecified)
→ 13	6

# Ordered by SMILES length (low to high): six of the compounds above
# The line under a structure holds: EP2 mod	PGE2 EP2 inh
O=C(NCO)c1cccnc1
→ -8	11
COc1cccc(-c2nnc(SCC(=O)N3CCC(C)CC3)o2)c1
→ -27	4
COc1cccc(OC)c1NC(=O)C1CCCN1C(=O)Nc1ccc(F)cc1 (stereo unspecified)
→ 13	6
COc1ccc(CN(Cc2cccnc2)C2CC(C)(C)NC(C)(C)C2)cc1CO
→ -1	5
Cc1sc2nc(SCC(=O)Nc3cc(C(F)(F)F)ccc3Cl)n(C)c(=O)c2c1C
→ 20	7
Cc1cc(Cc2cc(C)cc(C(C)(C)C)c2O)c(O)c(Cc2cc(C)cc(C(C)(C)C)c2O)c1
→ 7	41*

# Going on with the list:
# The line under a structure holds: EP2 mod	PGE2 EP2 inh
O=C(CSc1nnc(-c2ccccn2)n1-c1ccc(Cl)cc1)NC1CCCC1
→ -22	12
O=C(NCCNC(=O)c1ccc(F)cc1)c1ccncc1
→ 29	4
Cc1ccc(-c2cc(C(=O)N3CCCCCC3)no2)cc1
→ -36	9
CC(NC(=O)c1ccncc1)c1nc(-c2cccnc2)n[nH]1 (stereo unspecified)
→ 10	11
Cc1nc(C)n(C(C)CNC(=O)Cc2coc3cc(C)c(C)cc23)n1 (stereo unspecified)
→ -26	4
Cc1cc(C)c(C)c(C2C(C#N)=C(N)OC3=C2C(=O)CCC3)c1C (stereo unspecified)
→ -10	8
O=C(Cn1nnc(-c2cccs2)n1)N1CCCc2ccccc21
→ -88	12
CN(C)c1ccc(NC(=O)CSc2nc(N)cc(=O)[nH]2)cc1
→ -31	12
O=c1[nH]c(/C=C\c2ccc(O)c(Cl)c2)nc(O)c1[N+](=O)[O-]
→ -23	14
Cc1ccc(C)c(N(C(=O)c2csnn2)C(C(=O)NC(C)(C)C)c2cccs2)c1 (stereo unspecified)
→ -11	16
COc1ccc(Cl)cc1C(=O)OCC(=O)Nc1ccc2c(c1)OCO2
→ -56	2
Cc1c(C(=O)NCCS(C)=O)oc2c(C)cccc12 (stereo unspecified)
→ -23	10
CCOC(=O)c1ccc2c(c1)n(CCOC)c(C)[n+]2CC
→ -14	7
Cc1ccc(OCC(=O)N2CCCC2)cc1C
→ -6	8
O=C(COC(=O)c1cccnc1)Nc1ccc(F)c(F)c1F
→ 1	9
Cc1ccnc(NC(=O)C(C)(C)Oc2ccc(Cl)cc2)n1
→ -120	10
Cc1ccc2c(c1)nnn2C1CCN(CC(=O)NC2CCCCC2)CC1
→ -48	13
COc1cc(/C=C2/C(=O)NN(c3ccccc3)C2=O)cc(Br)c1O
→ -9	12
Cc1c(-c2ccccc2)n[nH]c1C(=O)Nc1cnn(Cc2ccc(F)cc2)c1
→ -87	14
CCc1cc2cc(C)ccc2nc1SCC(=O)Nc1ccccc1C(F)(F)F
→ 37	14

# The line under a structure holds: EP2 mod	PGE2 EP2 inh
COc1cc(C2NC(=O)C(C#N)=C(S)N2c2cccc(C)c2)ccc1OC(C)C (stereo unspecified)
→ -3	7
CC1Cc2cc(C(O)CN3CCN(c4ccccc4F)CC3)ccc2O1 (stereo unspecified)
→ -49	10
COCCn1c(=N)c(C#N)cc2c(=O)n3cc(C)ccc3nc21
→ 12	12
COc1ccc(C2(C(=O)N3CCC(n4nc(-c5ccoc5C)oc4=O)CC3)CC2)cc1
→ -12	5
Cc1ccc(C)c2[nH]c(=O)c(C(c3nnnn3CC3CCCO3)N3CCC(C)CC3)cc12 (stereo unspecified)
→ 3	13
COc1ccc(-c2cc(C(F)(F)F)nc(SCC(=O)N3CCCCCC3)n2)cc1
→ -6	11
O=C(O)/C(=C\c1ccc(O)cc1)c1cccc2ccccc12
→ 25	9
OC1(c2cccnc2)CCN(Cc2ccccc2)CC1
→ -28	9
Cn1c(N2CCC(C(=O)NCCc3ccc(O)cc3)CC2)nc2ccccc21
→ -90	5
COc1ccc(C(NC(=O)c2cnc(SC)nc2)c2ccncc2)cc1 (stereo unspecified)
→ 10	12
CCOc1ccc2[nH]c(=O)c(CN(Cc3cccnc3)C(=O)c3ccccc3Cl)cc2c1
→ -16	72*
CC1CCCCN1CCC(=O)O (stereo unspecified)
→ 11	12
OC[C@@H](O)CNc1ncnc2ccccc12
→ 0	8
COc1ccc(CN2CCN(C3CCN(Cc4ccccc4)CC3)CC2)cc1OC
→ -8	13
Cc1ccc(S(=O)(=O)N2CC(O)CC2C(=O)O)cc1 (stereo unspecified)
→ -10	6
NC(=O)CN1C(=O)C2CCCN2S(=O)(=O)c2ccccc21 (stereo unspecified)
→ -16	-1
Cc1ccc(S(=O)(=O)NCc2cccc([N+](=O)[O-])c2)cc1
→ 19	18
Cc1ccc2[nH]c(=O)c(CN(CCO)C(=O)Nc3ccccc3F)cc2c1
→ -55	8
Cc1nc2c(c(=O)[nH]1)CCN(C(=O)c1cc(C(C)(C)C)nn1C)C2
→ -28	4
Cc1cc(-c2cc(N)c(=O)n(CC(=O)NCc3ccc(F)cc3)n2)c(C)o1
→ -56	3

# The line under a structure holds: EP2 mod	PGE2 EP2 inh
CC1(C)S[C@H]2[C@H](NC(=O)C3(N)CCCCC3)C(=O)N2[C@@H]1C(=O)O
→ 5	13
C=CCn1c(SCC(=O)Nc2ccc(Cl)cc2)nnc1-c1ccncc1
→ -22	10
COc1ccc(/C=C/C(=O)NC(=S)N2CCCCC2)cc1OC
→ -41	8
CCC(C)(C)n1nnnc1C(c1ccc(OC)cc1)N1CCN(C2CCCCC2)CC1 (stereo unspecified)
→ -9	7
O=C(Nc1ccc(F)cc1)N(CCCO)Cc1cc2cc3c(cc2[nH]c1=O)OCCO3
→ -32	6
C[C@@H]1CC[C@@]23CCC4(C)[C@@](C=CC5[C@@]6(C)CC[C@H](O)C(C)(C)C6CC[C@]54C)(OC2=O)C3[C@H]1C (stereo partly specified)
→ 13	16
COC(=O)c1ccc(NC(=O)Cn2c([N+](=O)[O-])cnc2C)cc1
→ -33	4
CC(=O)OCC(=O)[C@H]1CCC2C3CCC4=CC(=O)CC[C@]4(C)C3CC[C@@]21C (stereo partly specified)
→ 7	9
C=C(C)Cn1c(SC)nc2c1c(=O)[nH]c(=O)n2C
→ 9	7
Cc1n[nH]c(C)c1NC(=O)CSc1nccc(-c2ccc(Br)cc2)n1
→ -14	9
CCC(C)(C)n1nnnc1C(c1ccc(F)cc1)N1CCc2ccccc2C1 (stereo unspecified)
→ 23	8
COc1ccc(-c2nnc(SCC(=O)NC3CC3)n2C)cc1OC
→ -10	9
OCc1nc2ccccc2n1CC1CC1(Cl)Cl (stereo unspecified)
→ -21	10
Cc1ccnc(NC(=O)c2ccc(N)cc2)c1
→ -4	18
CC1(C)CC(N(Cc2cccnc2)Cc2cc3c(cc2Cl)OCO3)CC(C)(C)N1
→ -44	2
C[N+]1(C)CCO[C@](O)(c2ccccc2)C1
→ 18	18
O=C(Cn1ncc2cccn2c1=O)OCC1CCCO1 (stereo unspecified)
→ -47	5
O=C(NCc1ccccn1)C(=O)Nc1cc(Cl)cc(Cl)c1
→ -42	12
COc1ccc(NC(=O)COc2ccc(S(=O)(=O)N3CCCC3)cc2)cc1OC
→ -64	3
COc1ccc(NC(=O)c2ccco2)cc1NC(=O)COc1cccc(C)c1
→ -33	6

# Given with bars between the fields: entries from further up
SMILES | EP2 mod | PGE2 EP2 inh
CC(=O)OCC(=O)[C@H]1CCC2C3CCC4=CC(=O)CC[C@]4(C)C3CC[C@@]21C (stereo partly specified) | 7 | 9
COc1ccc(-c2nnc(SCC(=O)NC3CC3)n2C)cc1OC | -10 | 9

# The list goes on:
# The line under a structure holds: EP2 mod	PGE2 EP2 inh
COc1nc(-c2ccc(C)cc2)ccc1-c1noc(C)n1
→ 24	8
CCn1c(SCC(=O)Nc2cccc(NC(=O)c3ccc(Cl)cc3)c2)nnc1-c1cccnc1
→ 17	4
CCOc1ccc(NC(=O)C2CC(=O)N(c3ccccc3F)C2)cc1 (stereo unspecified)
→ 5	9
Cc1ccc(-c2cc(N)c(=O)n(CC(=O)NCc3ccccc3F)n2)o1
→ -13	7
CCN(CC)C(=O)CSc1nnc(-c2ccccc2)n1Cc1ccco1
→ -7	12
c1cncc(-c2nnc(SCC3CCCCC3)o2)c1
→ -16	16
C=C1C2CC[C@@]3(C)[C@H](c4ccoc4)OC(=O)C[C@]13O[C@H]1CC(=O)C(C)(C)[C@H](C(O)C(=O)OC)[C@@]21C (stereo partly specified)
→ 9	10
CN(C(=O)Cc1ccccc1F)c1nc2c(s1)CCc1occc1-2
→ -25	10
Cc1ccc2nc(SCC(=O)Nc3ccc4c(c3)OCO4)[nH]c2c1
→ -44	6
COc1ccc(OC)c(C2Nc3ccccc3-c3cc(C)nn32)c1 (stereo unspecified)
→ 4	6
COc1ccc(OC)c(NC(=O)CSc2nc(C3CCCCC3)nc3ccccc23)c1
→ 61*	13
O=c1c2ccccc2nc2c3cccc4cccc(c(=O)n12)c43
→ 2	7
COC(=O)CSC1=C(C#N)C(c2ccc(OC)cc2)CC(=O)N1 (stereo unspecified)
→ -15	5
COc1ccccc1CCCNC(=O)c1cnn(-c2ccc(F)cc2)c1
→ -98	2
COC(=O)c1c(NC(=O)c2ccco2)sc(C(=O)NC2CCCCC2)c1C
→ 0	9
Nc1nc(Nc2ccccc2F)nc2ccccc12
→ -73	10
Cc1ccc(Cl)cc1N1CCN(C(=O)c2ncoc2-c2cccs2)CC1
→ -95	10
COc1cc(C=C2C(=O)NC(=O)NC2=O)cc(I)c1O
→ 29	6
CCN(C(=O)Cn1cc(C(=O)C2CC2)c2ccccc21)c1ccccc1
→ -79	6

# The list is partial; count on the stated rates, not on these rows.
